Screens (PubChem)
Tat export inh = E. coli Tat transport inhibition. E. coli MC4100 TorA-mCherry Tat export, fluorescence. inhibition, % at 10 µM. 0.036% of 340,000 active. AID 488895;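 active means mean replicate inhibition at least 50% and at least half of replicates individually reaching 50%; inconclusive means only one of the two criteria met; inactive means neither criterion met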;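 further: exported cargo escapes ClpAP degradation while cytoplasmic cargo is degraded and loses fluorescence; 0% = median of neutral control wells and 100% = median of NaSCN control wells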
Arr AP2 block = inhibitors of human beta-arrestin and AP2 interaction | FITC-arrestin peptide / GST-AP2 beads, flow cytometry; AP2 beta2 appendage carries R879A mutation | inhibition, % at 10 µM | 0.31% of 340,000 active | AID 504490;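 active means inhibition above a set limit, near 3 SD of compounds lacking own fluorescence, cut at about 54% in these data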;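 further: plate controls were DMSO wells for no effect and 5 µM unlabelled arrestin peptide for full effect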
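system = GST-tagged AP2 beta2-adaptin appendage (R879A) on 4 µm glutathione beads | reagent = FITC-labelled arrestin peptide probe, 50 nM final | schedule = compound with beads 12 min RT, then probe 1 h RT | signal = HyperCyt-sampled flow cytometry, FL1 channel, ex 488/em 535 nm | read-out = percent response from loss of bead-bound FITC fluorescence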
MOR-DOR ag = OPRM1-OPRD1 heterodimerization agonism | cells, luminescence | P35372+P41143 | activation, % at 9.3 µM | 0.3% of 340,000 active; in the data active means activation above about 18%;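 further: 0% = vehicle-treated cells and 100% = reference agonist; values of inactives mirror those of a sister screen read the other way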
Target sequence (P35372 whole entry, looked up): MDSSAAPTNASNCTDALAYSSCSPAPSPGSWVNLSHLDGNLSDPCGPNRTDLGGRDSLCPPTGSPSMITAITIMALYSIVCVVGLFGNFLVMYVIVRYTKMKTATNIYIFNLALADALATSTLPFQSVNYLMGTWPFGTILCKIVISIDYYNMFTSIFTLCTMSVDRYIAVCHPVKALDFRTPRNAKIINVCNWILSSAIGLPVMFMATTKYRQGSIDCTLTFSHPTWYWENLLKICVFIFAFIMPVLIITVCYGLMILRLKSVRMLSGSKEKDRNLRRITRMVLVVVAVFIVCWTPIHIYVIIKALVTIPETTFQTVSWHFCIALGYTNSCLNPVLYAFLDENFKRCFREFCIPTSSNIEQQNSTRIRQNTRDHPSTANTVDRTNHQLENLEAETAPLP
Target sequence (P41143 whole entry, looked up): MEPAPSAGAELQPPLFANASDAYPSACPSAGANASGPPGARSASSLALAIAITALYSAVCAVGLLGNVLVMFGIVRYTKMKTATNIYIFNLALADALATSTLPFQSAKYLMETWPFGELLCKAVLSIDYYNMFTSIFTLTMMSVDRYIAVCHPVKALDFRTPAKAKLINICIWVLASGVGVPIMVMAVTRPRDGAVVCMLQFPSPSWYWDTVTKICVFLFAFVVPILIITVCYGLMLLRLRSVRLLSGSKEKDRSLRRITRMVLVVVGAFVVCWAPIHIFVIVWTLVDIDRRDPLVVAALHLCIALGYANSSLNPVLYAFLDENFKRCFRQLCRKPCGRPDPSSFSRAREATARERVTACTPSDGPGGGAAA
PKA-R1A act = PKA-R1A complex activation; P00514+P68181; PKA-R1A dissociation, Cy5-IP20 fluorescence polarization; scaled: DMSO 0%, 113 µM cGMP 100%; activation, % at 11.4 µM; 0.083% of 340,000 active;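 active means percent activation above the mean of all tested compounds plus 3 SD, cut at about 19% in these data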;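 further: higher means more PKAc released from R1A so a rise in polarization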
Mot1-301 SUMO = SUMOylation pathway inhibition by Mot1-301 growth rescue; growth rescue, % at 18.8 µM; S. cerevisiae Mot1-301 growth rescue, ATP luminescence, 38.5C; percent above DMSO median, 100 means doubled; 1% of 320,000 active; AID 2716;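 active means every valid replicate shows activation above 250% relative to neutral control wells; inactive means the rest, any valid replicate at or below 250%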;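 further: OY570 slx delta 5 strain wells were the positive control but not used for scaling; some compounds called inactive have numbers as strong as hits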
DSG3 Ab inh = blocks pemphigus antibody binding to human desmoglein-3. binding (percent of control), % at 10 µM. 0.48% of 310,000 active. DSG3-coupled beads, scFv-anti-DSG3-GFP binding, flow cytometry; active compounds read low. P32926. AID 588358;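 active means binding more than 3 SD below its plate's average and above zero; inconclusive means below that plate limit but binding exactly zero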;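 further: hits lower antibody fragment binding to DSG3; some compounds called inactive have numbers as strong as hits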
E coli growth = reduces bacterial viability in AddAB counter-screen; 0.27% of 330,000 active; inhibition, % at 11.9 µM; E. coli V3065 growth, OD600 absorbance, 18 h;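 active means inhibition above the campaign's mean inhibition across all tested compounds plus 3 SD, cut at about 9.9% in these data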;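 further: uninfected addAB+ strain grown without phage in ampicillin broth; 0% = DMSO wells and 100% = ciprofloxacin 0.95 µg/ml wells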
phage Ecoli inh = E. coli growth loss with phage present; inhibition, % at 11.9 µM; 0.26% of 360,000 active; growth absorbance; AID 651602; in the data active means inhibition above about 11%
PfHsp90 set2 = reduces growth (ATP signal) of yeast expressing P. falciparum Hsp90. S. cerevisiae expressing PfHsp90, BacTiter-Glo ATP, 48 h; yeast lacking PDR1 and PDR3 efflux regulators. inhibition, % at 9.4 µM. 0.32% of 310,000 active;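 active means every replicate shows inhibition above about 80%, whatever the replicate mean, limit read from the data; inconclusive means mean inhibition reaches the set limit but some replicate falls short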;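 further: 0% = DMSO neutral controls and 100% = 20 µM radicicol positive controls; yeast relying on Plasmodium falciparum Hsp90 in place of its own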
AddAB inh = less growth of phage-infected E. coli with AddAB | E. coli expressing H. pylori AddAB, absorbance growth | inhibition, % at 11.9 µM | 0.29% of 330,000 active | AID 435030; in the data active means inhibition above about 12%;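 further: 0% = vehicle wells of infected cells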
OPRM1-OPRD1 inv = inverse agonists of human mu-delta opioid receptor heterodimerization; cell-based MOR-DOR heterodimer luminescence, inverse agonism; inhibition, % at 9.3 µM; 0.21% of 340,000 active; in the data active means inhibition above about 22%, passing the limit was not always enough;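 further: 0% = cells with DMSO and 100% = wells without cells with DMSO; values of inactives mirror those of a sister screen read the other way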
* hit, by the source's call; u = inconclusive; x = no result given.

SMILES	Tat export inh	Arr AP2 block	MOR-DOR ag	PKA-R1A act	Mot1-301 SUMO	DSG3 Ab inh	E coli growth	phage Ecoli inh	PfHsp90 set2	AddAB inh	OPRM1-OPRD1 inv
CCn1c(SCC(=O)c2ccccc2)nnc1-c1cccnc1	u	-7	-1.3	-4	5	82	-1.0	2.6	4	1.1	9
O=C(CCN1CCOCC1)c1ccc2c(c1)OCCO2	-16	-4	-0.2	8	7	108	0.3	1.8	0	1.4	1
CCOC(=O)/C=C/C(=O)Nc1ccc(S(=O)(=O)Nc2cc(C)on2)cc1	-7	19	-1.7	-9	14	x	-1.5	-1.2	21	4.4	11
C/C(=N\NC(=O)c1cccc(Br)c1)c1cccnc1	-1	30	-1.3	-4	-1	121	x	1.6	-10	x	8
CC1CCCCC12NC(=O)N(CC(=O)NCCc1c[nH]c3ccccc13)C2=O (stereo unspecified)	-5	-8	-3.2	4	6	91	-1.2	2.7	-4	0.4	14
O=c1[nH]c2cc3c(cc2cc1CN(Cc1cccnc1)C(=S)NCc1ccco1)OCO3	2	-18	-1.7	-2	x	105	0.4	2.1	-11	1.9	9
COc1cc(/C=N/NC(=O)CCN2CCN(C(c3ccccc3)c3ccccc3)CC2)ccc1O	7	-5	0.0	0	3	109	-0.3	4.8	-6	-3.4	0
CCN1C(=O)[C@H]2[C@@H](c3ccc(-c4ccc(C(C)=O)cc4)cc3)N[C@@](Cc3ccccc3)(C(=O)OC)[C@H]2C1=O	-8	18	4.7	-6	15	101	-5.0	2.5	-26	-0.2	-22
N#C/C(=C\N1CCN(Cc2ccc3c(c2)OCO3)CC1)c1nc2ccccc2s1	5	-1	1.2	-9	126	x	0.9	2.3	x	0.7	-6
O=C1CCc2cc(NS(=O)(=O)c3ccc(F)cc3)cc3c2N1CCC3	-1	10	-0.3	-11	-2	99	-1.1	-0.2	-8	1.6	2

Retrieved one by one from the entries so far, 2 records:
SMILES	Tat export inh	Arr AP2 block	MOR-DOR ag	PKA-R1A act	Mot1-301 SUMO	DSG3 Ab inh	E coli growth	phage Ecoli inh	PfHsp90 set2	AddAB inh	OPRM1-OPRD1 inv
CCOC(=O)/C=C/C(=O)Nc1ccc(S(=O)(=O)Nc2cc(C)on2)cc1	-7	19	-1.7	-9	14	x	-1.5	-1.2	21	4.4	11
O=c1[nH]c2cc3c(cc2cc1CN(Cc1cccnc1)C(=S)NCc1ccco1)OCO3	2	-18	-1.7	-2	x	105	0.4	2.1	-11	1.9	9

Continued.
SMILES	Tat export inh	Arr AP2 block	MOR-DOR ag	PKA-R1A act	Mot1-301 SUMO	DSG3 Ab inh	E coli growth	phage Ecoli inh	PfHsp90 set2	AddAB inh	OPRM1-OPRD1 inv
COc1cc(C(=O)Nc2ccncc2)c([N+](=O)[O-])cc1OC	9	0	-0.1	-2	2	117	-0.8	3.9	6	7.1	0
CCOc1cc(Br)c(CC(=O)O)cc1OCC	0	-8	-1.2	-11	6	87	-1.0	1.3	0	0.6	6
CC(=O)N/N=C\c1ccccc1OC/C=C/c1ccccc1	0	58*	-0.3	-2	-2	113	x	2.1	-9	x	2
COc1ccc(N2CCN(C(=O)c3cc(=O)[nH]c4ccccc34)CC2)cc1	1	3	-0.4	4	16	97	-1.8	4.2	11	0.3	2
Cc1cc2cc(CNC(=O)Cc3cccs3)ccc2n1C	17	4	-2.0	-13	-5	64*	-0.3	x	4	-2.2	12
S=C(NCc1ccco1)Nc1cc(Cl)c(Cl)cc1Cl	2	39	2.8	-5	11	99	5.0	9.2	-12	5.9	-14
O=C(NN1C(=O)C2C3CCC(O3)C2C1=O)c1ccc(Br)o1 (stereo unspecified)	-4	15	-1.1	4	-1	94	1.6	2.7	9	1.8	7
CCSc1nnc(-c2ccncc2)o1	-13	2	-1.9	-7	0	x	-1.8	2.8	-16	-1.9	10
CC1=NNC(=O)/C1=C\c1cn(-c2ccccc2)nc1-c1ccccc1	3	-5	0.7	-13	6	76	-0.9	1.7	45	0.7	-4
O=C(NC(=S)NNC(=O)c1ccccc1O)c1cccs1	3	29	-0.7	0	118	104	6.1	9.2	24	13*	4
COc1ccc(S(=O)(=O)CC2(O)CCN(C(=O)CC(C)C)CC2)cc1	-9	17	-1.0	-6	26	x	0.2	-1.1	2	1.8	4
CC(C)N(Cc1nc(-c2ccccc2)no1)C(=O)CN(C)S(=O)(=O)c1ccccc1	-6	-2	-1.7	-5	17	94	-0.3	-2.7	x	3.4	8
Cc1ccc(NC(=O)CCS(=O)(=O)c2ccc(Br)s2)cc1	-1	-1	0.9	4	43	105	-1.2	-6.2	15	-0.6	-7
C/C(CC(C)(C)C1CCCCC1)=N\NC(N)=S	-4	-3	4.5	4	143	124	-1.2	0.1	-190	-2.3	-27
Cn1c(O)c(C(C#N)=C2N=c3ccccc3=N2)c2ccccc21	2	-8	3.4	-4	4	104	-0.3	2.2	x	-0.1	-19
CC(OC(=O)c1ccc(Br)o1)C(=O)Nc1ccc2c(c1)OCCO2 (stereo unspecified)	-2	21	-2.9	-6	x	x	-2.0	1.1	6	0.6	11
Cc1ccc(C2=NOC(C)(c3nnc(Cc4ccccc4)o3)C2)cc1 (stereo unspecified)	4	9	-0.8	0	0	108	-3.3	3.9	0	0.9	4
O=C(CCn1nc(-c2ccccc2)ccc1=O)N1CCCC1	2	-1	-2.4	-4	31	142	0.5	2.0	22	1.7	13
COC(=O)c1ccc(NC(=O)CNS(=O)(=O)c2cccs2)cc1	5	-5	-1.5	-6	9	84	-2.1	1.4	6	-0.3	8
c1ccc(OCC2CCNCC2)nc1	0	-19	-2.8	-6	1	96	-1.0	1.5	4	-1.4	13
COc1ccc(Cn2c(=O)oc3ccc(C)cc32)cc1	5	-5	-3.0	-12	-15	96	4.2	1.6	1	3.0	14
Cc1nnc(CN(C)C(=O)CC2C(=O)NCCN2Cc2ccccc2C)o1 (stereo unspecified)	8	40	-2.4	-9	-6	x	0.3	0.6	-9	2.2	12
COc1ccc(CCNC(=O)CSCc2ccc(Br)cc2)cc1OC	5	3	-0.6	0	3	116	-1.2	4.7	-5	1.0	3
CCCN1C(=O)c2[nH]nc(-c3cc(Cl)c(C)cc3O)c2C1c1ccc(O)c(OC)c1 (stereo unspecified)	7	3	0.8	-1	571*	96	0.8	-1.8	0	1.5	-4
O=C(CN1C(=O)C(=O)N(C2CCCC2)C1=O)NCCc1ccc(F)cc1	-3	-15	-3.7	0	-9	108	0.2	1.2	-3	0.4	18
CC(C)(C)C(=O)CCN1C(=O)C2(OCCO2)c2ccccc21	2	-1	-1.3	-18	25	x	-1.2	3.7	9	1.9	6
O=C(N/N=C/c1cc([N+](=O)[O-])ccc1O)C1CCCCC1	-3	14	-1.8	-4	-5	99	0.9	4.7	6	0.2	10
OCCNC(=S)Nc1cc(Cl)cc(Cl)c1	5	-4	-2.1	-6	-24	x	2.7	1.3	-5	5.4	10
Nc1cc(C(=O)OCC(=O)N2CCN(C(=O)COC(=O)c3ccc(Cl)c(N)c3)CC2)ccc1Cl	-14	10	-1.7	6	x	112	x	3.2	-20	x	11
COc1ccc(CC(=O)Nc2cccc3c2CCCC3)cc1	13	-4	-1.0	-10	8	96	-1.2	2.3	-21	1.6	5
O=C(CN1C(=O)COc2ccccc21)NCc1ccc(C(=O)O)cc1	-8	36	-2.1	1	18	102	-4.1	2.4	x	0.7	10
C=CCNc1ncnc2c1cnn2-c1ccc(OC)cc1	-9	18	-0.6	-21	49	106	-0.6	3.3	-1	2.8	3
COC(=O)[C@@]1(Cc2ccc(F)cc2)[C@H]2c3cc(C(=O)N(C)C)n(C[C@H](O)CO)c3C[C@H]2CN1C(=O)c1ccccc1	-3	45	-0.3	-13	14	98	-2.1	1.9	12	1.1	2
O=C(NCc1ccncc1)C(=O)N/N=C/c1ccc(OCc2ccccc2)cc1	-11	13	-1.7	-5	-13	131	0.2	-2.1	x	-1.6	8
NC(=O)C1(N2CCCCC2)CCN(C2CC(=O)N(Cc3cccs3)C2=O)CC1 (stereo unspecified)	13	0	-0.8	-4	119	96	-0.6	2.7	-6	0.8	4
CCc1ccc(C(N)=S)cc1	9	11	-1.5	-5	51	108	-1.9	1.4	-36	-1.0	8
CC(C)C[C@@H](CN1C(N)=NC[C@@H]1C)NC(=O)CC12CC3CC(CC(C3)C1)C2	3	-2	-1.6	-8	-7	99	-1.4	2.1	-11	0.9	9
CCN(CC)C(=O)C1CCN(Cc2cccc(OCc3ccccc3)c2)CC1	-9	-2	-1.7	-1	2	101	-1.0	0.6	7	0.6	10
CC(C)Cc1nnc(NC(=O)c2ccc(N3CCCC3=O)cc2)s1	5	7	-1.2	3	285*	122	-1.1	0.8	-11	-0.2	7
Cc1ccc(-n2cnc3c(=O)[nH]cnc32)cc1	7	-10	-1.4	8	x	92	x	3.2	x	x	8
COc1ccccc1C/C(N)=N/OC(=O)COc1cc(C)cc(C)c1C	1	-2	2.4	9	13	102	0.4	1.5	-9	-0.3	-17
O=C(c1ccc(CS(=O)c2cccc(Cl)c2)o1)N1CCN(c2ccccn2)CC1 (stereo unspecified)	-1	-8	0.7	-9	9	98	-1.0	2.1	2	3.9	-4
Cc1ccc(C)c(S(=O)(=O)N2CCCOC2CNC(=O)C(=O)NC2CCCC2)c1 (stereo unspecified)	5	4	-3.6	-6	-13	100	2.4	3.1	10	0.1	20
O=C(CSc1nc2ccccc2[nH]1)c1c[nH]c2ccccc12	-4	21	-2.6	2	-7	80	3.2	3.7	1	3.4	14
COc1ccc(OCCC(=O)OCC(=O)NC(=O)NC2CCCCC2)cc1	-1	-6	-2.4	1	-13	117	1.4	0.7	3	-1.2	12
O=C(O)c1ccc(NC(C(=O)c2ccccc2)c2ccccc2)cc1 (stereo unspecified)	-1	10	-2.6	3	x	130	x	0.6	-25	x	14
O=C(Cn1cc(COc2ccc(Br)cc2)nn1)c1ccc(O)cc1	1	5	-3.1	0	x	101	x	3.1	-2	x	14
COC(=O)c1ccc(/C=C/c2ccc3cccc(OC)c3n2)cc1	-2	0	1.1	-2	33	90	-0.1	4.3	-4	0.5	-7
CN1C[C@@H]2[C@@H]3C(=O)N(C)C(=O)[C@@H]3[C@](C)(C1=O)N2C(=O)c1ccc(Cl)c(Cl)c1	1	13	-1.2	-9	x	101	x	1.8	13	x	7
Cc1cc(N)n(-c2cc(C)c3ccccc3n2)n1	1	1	-1.4	-8	x	94	1.8	2.1	24	-0.7	7
O=C1NC2=C(C(=O)c3ccccc32)C(c2ccccc2)N1 (stereo unspecified)	1	1	-1.9	-8	11	97	-0.7	0.9	16	2.0	11
O=C(CCCNS(=O)(=O)c1cccc2nsnc12)NCc1ccc(Cl)cc1	4	24	-1.9	10	3	98	-0.6	1.8	-7	-7.6	12
Cc1ccc(NC(=O)c2cc3c(s2)CCCC3)cc1	3	3	1.6	-16	47	102	3.4	3.4	-19	3.7	-8
